Source: PubChem (National Center for Advancing Translational Sciences (NCATS))
p53ts 32C kill: p53ts cell cytotoxicity, permissive temperature. 130,000 compounds, 0.93% hits. H1299-p53A138V at 32C, ATP luminescence viability, 24 h. AID 924. Potency, µM (top dose mostly 46.1 µM), for the others: at the highest dose activity change, negative = cytotoxicity, usual class: cytotoxic;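 also: 0% = DMSO and -100% = full killing by reference compound; nearly all actives have a fitted effect of over 55% in size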
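ATP-content luminescence (ATPlite) read-out after 24 h compound exposure at 32C in H1299-p53A138V cells (600/well). Tested up to 46 uM. Normalized to DMSO (0%) and 100 uM tamoxifen (100% killing); Hill-fit AC50.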
Imprint erasure: inducers of genomic imprint erasure in mouse ES cells; mouse ES Peg3-LacZ reporter, beta-gal luminescence, 40 h; Potency, µM (titrated, usually from 60.7 µM), for inactives: at the highest dose activity change, positive = activation, hits mostly activators; 110,000 compounds, 0.02% hits;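 also: 0% = negative control wells on the plate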
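Imprint erasure is scored as LacZ activity from the silenced maternal Peg3 allele in feeder-free female ES cells cultured 40 h with LIF. Luminescence is normalized to in-plate negative controls and fitted to the Hill equation.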
IkB signaling: IkB pathway inhibition in ABC-DLBCL cells; Potency, µM (top dose mostly 57.1 µM), inactives show top-dose IkBa stabilization activation; 110,000 compounds, 0.04% hits; ABC-DLBCL IkBa-CBG/CBR dual luciferase ratio, 4 h; response scale: scaled: untreated 0%, proteasome inhibitor 100%; active = well fitted curve in the direction sought with a large enough effect in the signal ratio, not every such curve was filed as active; inconclusive = small, poorly fitted or top-dose-only effect, or a change in a side signal; the % refers to the signal ratio;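 also: the direction sought is a rising ratio; 0% = basal untreated cells and 100% = reference inhibitor full response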
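Curves were fitted separately to fusion (green), unfused (red) and ratio luminescence, then classed by r2, magnitude and activity. Cells: OCI-Ly3, 4 h compound plus doxycycline at 37C; 10 uM MG-132 defined full response.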
p53ts 39C tox: cytotoxicity in p53ts cells at nonpermissive temperature. H1299-p53A138V viability at 39C, ATP luminescence, 24 h. Potency, µM (highest dose often 46.1 µM), without a hit: top-dose activity change, negative = cell killing, hits mostly cytotoxic. 130,000 compounds, 1.5% hits. AID 902; also: nearly all actives have a fitted effect of over 55% in size
* hit, by the source's call; ? = inconclusive; · = no result given; [ ] = dose if it differs, or a comment. Unless noted, calls follow the shape of the dose curve; as a rule, active = well fitted curve in the direction sought with a large enough effect; inconclusive = small, poorly fitted or top-dose-only effect, or another doubt; inactive = no such curve, though single readings can be large; an effect the other way counts as inactive or inconclusive. Unless noted, % is scaled to controls: 0 for no effect and ±100 for the full control effect; potency is read from the fitted curve at half-maximal effect.

#1 C=C(C)CSc1nnc([C@@H]2CCCN2C(=O)OC(C)(C)C)o1
#2 CCOc1ccccc1NC(=O)Cn1ccn(-c2ccccc2)c(=O)c1=O
#3 CC(C)(C)NC(=O)c1cnn2c1NC(c1ccc(F)cc1)CC2C(F)(F)F (configuration not stated)
#4 O=C(Nc1ccc(S(=O)(=O)Nc2cnc3ccccc3n2)cc1)c1ccc(Br)o1
#5 COc1ccc(OCC(=O)N2CCN(C(=O)c3cccc(OC)c3OC)CC2)cc1
#6 Nc1c(C(=O)c2cccs2)oc2ccccc12
#7 COc1ccc(-c2ccc3c(N)c(C(=O)NCc4ccc(Cl)cc4)sc3n2)cc1
#8 COc1ccc(-c2cc(C(=O)NCc3ccc(F)cc3)c3c(-c4ccc(F)cc4)[nH]nc3n2)cc1OC
assay / compound | 1 | 2 | 3 | 4 | 5 | 6 | 7 | 8
p53ts 32C kill | -2% | 17% | 8% | -1% | -7% | 2% | 15% | ?
Imprint erasure | 11% | 13%[10.9 µM] | -12% | 11% | -15%[10.9 µM] | -10% | -7%[10.9 µM] | -13%[10.9 µM]
IkB signaling | 1.1% | ? | -2.0% | ? | 1.4% | -0.7% | 0.6% | ?
p53ts 39C tox | 0% | 2% | 7% | -3% | 3% | -7% | -3% | 13µM*

#9 Cc1cccn2c(=O)c3cc(C(=O)N(C)C)n(C)c3nc12
#10 O=C(NC12CC3CC(CC(C3)C1)C2)c1ccc(=O)oc1
#11 Cc1cccc(NC(=O)COc2ccc(Br)cc2C)n1
#12 c1ccc2occc2c1
#13 Cc1c(NC(=O)Cc2ccc(F)cc2)cccc1-c1nc2cccnc2s1
#14 O=C(COC(=O)c1cc(-c2cccs2)nc2ccccc12)c1ccc(Br)cc1
#15 Cc1cc(F)c(F)c(C(=O)N2CCOCC2)c1Cl
#16 O=C(C1CCN(C2CC(=O)N(c3cccc(Cl)c3)C2=O)CC1)N1CCCC1 (configuration not stated)
assay / compound | 9 | 10 | 11 | 12 | 13 | 14 | 15 | 16
p53ts 32C kill | -1% | 11% | -15% | 6%[1.84 µM] | 11% | -6% | 2% | -3%
Imprint erasure | -16% | -10% | -45%[inhibitor] | -3% | -15%[10.9 µM] | 4%[10.9 µM] | · | -9%
IkB signaling | 0.2% | -0.8% | -2.2% | 1.6% | ? | 3.9% | · | -1.6%
p53ts 39C tox | -6% | 10% | ? | -1% | ? | -6% | 21% | 6%

#17 Cc1ccc2c(c1)c1c(n2CC2COC(C)(C)O2)C(=O)CCC1 (configuration not stated)
#18 COc1ccc(C(=O)N2CCCCC2)cc1S(=O)(=O)Nc1cccc(C(=O)O)c1
#19 O=C(NCCc1ccc(Cl)cc1)c1ccc2c(c1)N(Cc1ccc(Cl)cc1)C(=O)CS2
#20 CCCCSCCCNC(=O)c1cn(CC)c2ccc(S(=O)(=O)N(C)C3CCCCC3)cc2c1=O
#21 CC(=O)Nc1cccc(NC(=O)CSc2ccc(-c3sc(-c4ccccc4)nc3C)nn2)c1
#22 O=C(N/N=C1/C[C@@H](O)[C@@H](O)[C@@H]2[C@@H]3C(=O)N(Cc4ccccc4)C(=O)[C@H]3CC[C@H]12)OCc1ccccc1
#23 N=c1c(C(=O)NCc2ccco2)cc2c(=O)n3ccccc3nc2n1Cc1ccccc1
#24 COCCN1Cc2cccc(C(=O)NCc3ccccc3OC)c2C1=O
assay / compound | 17 | 18 | 19 | 20 | 21 | 22 | 23 | 24
p53ts 32C kill | 20% | -5% | -2% | 12% | 14% | -2%[9.22 µM] | -11% | -4%
Imprint erasure | -11% | · | -4%[10.9 µM] | -15%[10.9 µM] | -20%[10.9 µM] | · | -7% | -10%
IkB signaling | 0.7% | · | ? | ? | ? | · | 7.3% | 2.3%
p53ts 39C tox | 4% | 1% | 20% | -9% | 7.9µM* | 7%[9.22 µM] | -15% | 5%

3 of the entries above in order of the IkB signaling value, highest first:
#	compound	IkB signaling
23	N=c1c(C(=O)NCc2ccco2)cc2c(=O)n3ccccc3nc2n1Cc1ccccc1	7.3%
24	COCCN1Cc2cccc(C(=O)NCc3ccccc3OC)c2C1=O	2.3%
17	Cc1ccc2c(c1)c1c(n2CC2COC(C)(C)O2)C(=O)CCC1 (configuration not stated)	0.7%

Next records
#25 Cc1ccnc(N2CCC(C(=O)NC3CCCCCC3)CC2)n1
#26 Cc1ccc(NC(=O)Cn2c(=O)n(CCC(=O)NCc3ccccc3Cl)c(=O)c3ccccc32)c(C)c1
#27 Cc1ccc(CNC(=O)C2C3C=CC4(CN(Cc5cccnc5)C(=O)C24)O3)cc1 (configuration not stated)
#28 COc1ccc(C(=O)CSc2nnc(-c3ccc(S(=O)(=O)N4CCOCC4)cc3)o2)cc1
#29 CCn1c(=O)c2cc(C(=O)NCCCN(C)Cc3ccccc3)sc2c2ccccc21
#30 COc1ccc2c(c1)-c1nc(NC(=O)c3ccc(OC)c(Br)c3)sc1CC2
#31 CCc1cccc(C)c1NC(=O)C1CCN(S(=O)(=O)Cc2ccccc2)CC1
#32 CCc1c(C)sc2c1CCN(C(=O)Nc1cc(C)cc(C)c1)C2c1ccccc1 (configuration not stated)
assay / compound | 25 | 26 | 27 | 28 | 29 | 30 | 31 | 32
p53ts 32C kill | 1% | 9% | 7% | -1% | ? | -4% | 3% | 1%
Imprint erasure | -11% | 5%[10.9 µM] | -7% | -7% | -13%[10.9 µM] | 6%[10.9 µM] | ? | -9%[10.9 µM]
IkB signaling | 1.2% | 4.0% | -0.9% | 0.5% | ? | 1.3% | -0.5% | 1.7%
p53ts 39C tox | 0% | 10% | -2% | -10% | ? | ? | -6% | 10%

#33 Cc1ccc(NC(=O)CC2SC(=O)N(c3ccccc3)C2=O)cc1 (configuration not stated)
#34 Cc1cn2nc(N)c3ccccc3c2n1
#35 COc1ccccc1C(=O)Nc1ccc(-c2nnc(SCC(=O)O)n2C)cc1
#36 CN(C)Cc1ccccc1-c1cc(-n2ccnc2)ncn1
#37 Cc1ccc(NC(=O)COC(=O)C2CCC(=O)N2)c(S(=O)(=O)N2CCOCC2)c1 (configuration not stated)
#38 Cc1cc(Br)cc(C)c1NC(=O)c1sc2ncn(Cc3cccc(F)c3)c(=O)c2c1C
#39 O=C(C1CCCCC1)N1CCC(c2nc3c(nnn3Cc3ccccc3Cl)c(=O)[nH]2)CC1
#40 CCOc1ccccc1NC(=O)c1c(NC(=O)CNCc2ccco2)sc2c1CCC2
assay / compound | 33 | 34 | 35 | 36 | 37 | 38 | 39 | 40
p53ts 32C kill | -12% | -5% | 5% | -3% | 7% | 6% | -3% | -12%
Imprint erasure | · | -12% | 0% | 6% | -3% | -11%[10.9 µM] | -5% | -5%
IkB signaling | · | -0.2% | 3.1% | -3.3%[11.4 µM] | 0.2% | ? | -0.2% | 2.6%
p53ts 39C tox | 5% | -4% | -10% | -12% | -9% | 23% | -14% | 9%

As a short view, five of the compounds above.
#33 Cc1ccc(NC(=O)CC2SC(=O)N(c3ccccc3)C2=O)cc1 (configuration not stated)
#34 Cc1cn2nc(N)c3ccccc3c2n1
#35 COc1ccccc1C(=O)Nc1ccc(-c2nnc(SCC(=O)O)n2C)cc1
#36 CN(C)Cc1ccccc1-c1cc(-n2ccnc2)ncn1
#37 Cc1ccc(NC(=O)COC(=O)C2CCC(=O)N2)c(S(=O)(=O)N2CCOCC2)c1 (configuration not stated)
assay / compound | 33 | 34 | 35 | 36 | 37
p53ts 32C kill | -12% | -5% | 5% | -3% | 7%
Imprint erasure | · | -12% | 0% | 6% | -3%
IkB signaling | · | -0.2% | 3.1% | -3.3%[11.4 µM] | 0.2%
p53ts 39C tox | 5% | -4% | -10% | -12% | -9%

Results in p53ts 39C tox (5 entries from above):
no. | SMILES | p53ts 39C tox
21 | CC(=O)Nc1cccc(NC(=O)CSc2ccc(-c3sc(-c4ccccc4)nc3C)nn2)c1 | 7.9µM*
29 | CCn1c(=O)c2cc(C(=O)NCCCN(C)Cc3ccccc3)sc2c2ccccc21 | ?
2 | CCOc1ccccc1NC(=O)Cn1ccn(-c2ccccc2)c(=O)c1=O | 2%
34 | Cc1cn2nc(N)c3ccccc3c2n1 | -4%
5 | COc1ccc(OCC(=O)N2CCN(C(=O)c3cccc(OC)c3OC)CC2)cc1 | 3%

Additional compounds:
#41 Cc1cc(C)n(-c2nc3c(c(=O)[nH]c(=O)n3C)n2CC(O)COc2ccc(Cl)cc2Cl)n1 (configuration not stated)
#42 COc1ccc(NC(=O)CN2C(=O)COc3ccc(S(=O)(=O)N4CCCCC4)cc32)cc1Cl
#43 Cc1noc(C)c1-c1nccc(N2CCNCC2)n1
#44 COc1ccc2c(C)cc(SCn3nnc4ccccc4c3=O)nc2c1
#45 Cc1nc(SCCOc2ccc(Cl)cc2)[nH]c(=O)c1Cc1ccccc1
#46 COc1cccc(CNC(=O)c2cccc(NC(=O)c3nsc4ccccc34)c2)c1
#47 Cc1cc(SCC(=O)NCc2ccccc2Cl)nc(=O)[nH]1
#48 COc1ccc(-c2nc3ccccc3s2)cc1NC(=O)c1ccccc1OC
assay / compound | 41 | 42 | 43 | 44 | 45 | 46 | 47 | 48
p53ts 32C kill | 11% | 19% | 5% | 20% | 6% | -18% | -6% | -15%
Imprint erasure | · | -12%[10.9 µM] | -23% | · | 11%[10.9 µM] | -12%[10.9 µM] | 6%[10.9 µM] | -13%[10.9 µM]
IkB signaling | · | 0.9% | 1.6%[11.4 µM] | · | ? | ? | -2.2% | 14%
p53ts 39C tox | 18% | -5% | 1% | -3% | -16% | ? | 2% | -8%

#49 O=c1c(-c2cccs2)nc2cnc(N3CCOCC3)nc2n1Cc1ccc(F)cc1
#50 Cc1ccc2cc3c(NC(=O)CC(C)C)nn(C)c3nc2c1
#51 CCOC(=O)c1ccc(NC(=O)CCc2c(C)nc3nc[nH]n3c2=O)cc1
#52 Cc1ccc(NC(=O)C2CC=CCC2C(=O)N2CCCCC2)cc1 (configuration not stated)
#53 COc1cc(C2c3c(-c4ccccc4)n[nH]c3C(=O)N2c2ccccc2)ccc1O (configuration not stated)
#54 CCC1CCCCN1C(=O)CSc1nnc(CNC(=O)COc2ccc(Cl)cc2)o1 (configuration not stated)
#55 CC1=C(C)/C(=N/OC(=O)c2cccc([N+](=O)[O-])c2)C=CC1=O
#56 CCOc1ccc(C(=O)N2CC(=O)Nc3ccc(C)cc3C2c2ccc(F)cc2)cc1OCC (configuration not stated)
assay / compound | 49 | 50 | 51 | 52 | 53 | 54 | 55 | 56
p53ts 32C kill | 9% | -9% | -14% | 0% | 15% | -4% | ? | 15%
Imprint erasure | -1% | 3% | 8%[10.9 µM] | 0% | -1% | -14% | · | -3%[10.9 µM]
IkB signaling | 3.6%[11.4 µM] | -3.3% | -1.6% | -1.7% | ? | 1.6% | · | ?
p53ts 39C tox | -9% | 17% | -12% | 1% | 6% | -8% | ? | 22%

One compound at a time, from the list above.
`CC1=C(C)/C(=N/OC(=O)c2cccc([N+](=O)[O-])c2)C=CC1=O` as listed: p53ts 32C kill = ?; Imprint erasure = ·; IkB signaling = ·; p53ts 39C tox = ?
`CCC1CCCCN1C(=O)CSc1nnc(CNC(=O)COc2ccc(Cl)cc2)o1` (configuration not stated) as listed: p53ts 32C kill = -4%; Imprint erasure = -14%; IkB signaling = 1.6%; p53ts 39C tox = -8%

Further results follow:
#57 CCCNC(=O)c1c(C)cc(=O)oc1C
#58 Cc1ccc2c(c1)cc1c(=O)n(CC(=O)N(C)c3ccccc3)nc(C)n12
#59 O=C(Nc1ccc(OC(F)(F)F)cc1)C1=NCCN1
#60 COc1cccc(CNc2nc3ccccc3n2CCN2CCCCC2)c1
#61 Cc1cc(C)c(O)c(Cc2cccc(Cc3cc(C)cc(C)c3O)c2O)c1
#62 CCNC(=O)N1c2ccc(OCC)cc2C(C)=CC1(C)C
#63 CCOC(=O)Cn1c(=O)n(CC2CCCO2)c2nc(-c3ccccc3)nc(C(N)=O)c21 (configuration not stated)
#64 Cc1nc(NCc2ccccc2)c2nc(-c3ccccc3)n(CCN(C)C)c2n1
assay / compound | 57 | 58 | 59 | 60 | 61 | 62 | 63 | 64
p53ts 32C kill | 1% | 1% | -28% | 5% | 10%[9.22 µM] | 10% | -9% | 5%
Imprint erasure | 1% | 11%[10.9 µM] | -6% | -34%[inhibitor] | 3%[10.9 µM] | -23% | 4%[10.9 µM] | -11%
IkB signaling | 0.3% | 1.6% | -2.3% | 3.2% | 1.6%[11.4 µM] | 16% | ? | ·
p53ts 39C tox | -7% | -20% | -10% | 16% | 16%[9.22 µM] | 2% | -15% | -4%
